# Source: PubChem (Sanford-Burnham Center for Chemical Genomics)
# tim10-1 inh = tim10-1 yeast growth inhibition | S. cerevisiae tim10-1 ts strain growth, BacTiter-Glo, 24 h | inhibition, % at 20 µM | actives 2.2% (n = 330,000) | AID 463190;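 active means inhibition of at least 40%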;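 further: mutant grown at 25 °C; 0% = DMSO wells with yeast and 100% = wells holding no yeast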
# tim23-1 inh = tim23-1 yeast growth inhibition; S. cerevisiae tim23-1 growth, BacTiter-Glo luminescence, 24 h; inhibition, % at 20 µM; actives 1.3% (n = 330,000); AID 463212;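 active means growth inhibition of the mutant yeast at or above 50%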;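 further: temperature-sensitive mutant grown at 25 °C; plate controls were DMSO-treated mutant yeast for no effect and medium wells lacking yeast for full effect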
# UPR XBP1 act = adaptive UPR (XBP1) activation | AID 463104 | actives 0.33% (n = 330,000) | activation, % at 20 µM | CHO-XBP1 luciferase reporter, IRE1-XBP1 UPR activation, luminescence; percent of tunicamycin response, DMSO as zero;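 active means versus positive control, 20 µM dose yields 30% or more activation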;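 further: 100% = tunicamycin at 10 µg/mL and 0% = DMSO only wells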
#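 Material: CHO-XBP1 cells stably carrying IRE1-XBP1-driven luciferase reporter | Medium: F12 with 10% serum | Compound dosing: 20 µM single concentration, DMSO 1% | Incubation: Overnight seeding at 37 °C, 6 h compound treatment at 37 °C | Detection: Steady-Glo luminescence read | Read-out basis: % activation of reporter signal versus tunicamycin and DMSO controls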
# TIM10 inh = TIM10 yeast growth inhibition. S. cerevisiae TIM10 strain growth, BacTiter-Glo luminescence, 24 h. inhibition, % at 10 µM. actives 1.4% (n = 330,000). AID 463195;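 active means inhibition of 40% or more at the single tested concentration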;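 further: wild-type TIM10 isogenic control strain grown at permissive 25 °C; 0% = DMSO yeast wells and 100% = minimal medium wells without yeast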
# CXCR6 block = CXCR6 (human) receptor inhibition. CHO-K1 PathHunter CXCR6 beta-arrestin, luminescence. inhibition, % at 20 µM. actives 0.36% (n = 360,000); in the data active means inhibition above about 34%, passing the limit was not always enough;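 further: antagonist mode with CXCL16 agonist at 10 nM final; 0% = 10 nM CXCL16 with DMSO and 100% = unstimulated wells without agonist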
# Target sequence (O00574 whole entry, looked up): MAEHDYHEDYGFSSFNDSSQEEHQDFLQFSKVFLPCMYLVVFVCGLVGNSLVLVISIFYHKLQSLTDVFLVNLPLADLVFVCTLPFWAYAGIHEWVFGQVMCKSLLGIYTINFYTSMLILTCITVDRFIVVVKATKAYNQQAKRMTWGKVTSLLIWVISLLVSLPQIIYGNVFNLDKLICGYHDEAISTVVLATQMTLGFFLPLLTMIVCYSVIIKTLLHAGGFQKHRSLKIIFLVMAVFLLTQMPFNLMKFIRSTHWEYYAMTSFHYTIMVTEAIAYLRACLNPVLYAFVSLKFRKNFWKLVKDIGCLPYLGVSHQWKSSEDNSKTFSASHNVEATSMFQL
# APJ agonist = activates the human apelin receptor APJ; CHO-K1 APJ PathHunter beta-arrestin, luminescence; 0% DMSO wells, 100% apelin; activation, % at 20 µM; actives 0.11% (n = 330,000);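 active means activation more than six SD over the plate average, tested at 20 µM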;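 further: 0% = DMSO alone and 100% = apelin-13 at 10 nM; some results filed as inactive read as strong as hits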
# Target sequence (P35414 whole entry, looked up): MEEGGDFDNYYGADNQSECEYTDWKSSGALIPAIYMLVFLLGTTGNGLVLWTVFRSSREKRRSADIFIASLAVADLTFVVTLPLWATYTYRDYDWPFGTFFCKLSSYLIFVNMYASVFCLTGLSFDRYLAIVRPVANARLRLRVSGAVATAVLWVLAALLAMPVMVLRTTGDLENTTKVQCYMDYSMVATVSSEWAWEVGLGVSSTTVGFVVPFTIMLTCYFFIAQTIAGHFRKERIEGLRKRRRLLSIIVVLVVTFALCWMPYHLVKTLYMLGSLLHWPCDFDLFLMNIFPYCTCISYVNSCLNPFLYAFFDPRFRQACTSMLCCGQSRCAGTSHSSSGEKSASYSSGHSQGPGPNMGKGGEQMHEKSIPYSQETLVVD
#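 Material: CHO-K1 APJ beta-arrestin complementation cell line; Input: cell density 1000 per well; Incubation: compound stimulation 90 min at 25 °C, detection 60 min; Signal: luminescence from split beta-galactosidase complementation, Galacton Star/Emerald II substrate; Controls: DMSO-only wells as negative, 10 nM Apelin-13 as positive control.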
# APJ antag = blocks the human apelin receptor APJ. inhibition, % at 20 µM. actives 0.32% (n = 330,000). CHO-K1 APJ beta-arrestin complementation, luminescence. P35414. AID 2521;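 active means inhibition above about 40% at 20 µM, limit read from the data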;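 further: cells challenged with 10 nM apelin-13 agonist together with compound; plate controls were apelin-13 plus DMSO wells for no effect and DMSO wells lacking apelin-13 for full effect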
# Mdm2 MdmX PPI = disrupts the human Mdm2-MdmX interaction; O15151+Q00987; actives 3% (n = 330,000); SaOS-2 split-luciferase Mdm2/MdmX complementation, luminescence; inhibition, % at 8 µM; AID 485346;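 active means inhibition of at least 50% at 8 µM in the primary screen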
# CHOP UPR activ = activators of apoptotic arm of unfolded protein response (CHOP); AID 449763; CHO-CHOP luciferase reporter, UPR activation, luminescence; percent of tunicamycin response over DMSO baseline; actives 0.34% (n = 330,000); activation, % at 10 µM;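 active means at 10 µM dose, activation of 40% or more, normalized to positive control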;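 further: 100% = tunicamycin at 10 µg/mL and 0% = DMSO alone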
#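 Assay system: CHO-CHOP cells, stable luciferase reporter of PERK-eIF2a-CHOP signalling / Buffer or medium: F12 plus 10% serum / Compound dosing: one dose, 10 µM in 0.5% DMSO / Times: 6 h compound treatment, 37 °C / Technique: luciferase luminescence / Read-out: % reporter activation, DMSO baseline versus tunicamycin full activation / Benchmarks: tunicamycin and DMSO controls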
# Active calls of the source: *; · = not tested or not shown. Some of the compounds tested; the hit share may differ from the screen's.
Molecule	tim10-1 inh	tim23-1 inh	UPR XBP1 act	TIM10 inh	CXCR6 block	APJ agonist	APJ antag	Mdm2 MdmX PPI	CHOP UPR activ
CC(NC(=O)Cc1cccs1)C(c1cccs1)N1CCN(c2ccccc2F)CC1 (stereo unspecified)	46*	32	1	31	4	-4	18	-12	-0.3
COC(=O)c1ccc(Nc2cc(C)nc3ccccc23)cc1	22	-3	-1	-8	5	-5	-2	100*	1.6
Cc1cc(N2CCN(S(=O)(=O)c3ccc(C)c(C)c3)CC2)c2ccccc2n1	7	14	-1	24	9	1	-14	8	-0.3
CSc1nc2ccccc2cc1/C=C(\C#N)c1cccc(Cl)c1	9	18	1	2	6	-6	20	57*	-4.7
COc1ccc(-c2c(C)nn3c(N)c(C#N)cnc23)cc1OC	5	1	11	5	4	-1	8	36	-1.1
Cc1ccc(S(=O)(=O)Cc2csc(N)n2)cc1	6	-8	-3	12	-4	-10	0	30	2.2
CC(Sc1nnc(-c2cccs2)n1Cc1ccccc1)C(=O)NCc1ccc2c(c1)OCO2 (stereo unspecified)	17	6	-1	7	4	-3	15	10	-1.0
CC1(C2CC2)NC(=O)N(CC(=O)Nc2ccc(F)cc2F)C1=O (stereo unspecified)	-2	6	1	-4	0	-3	-3	10	-2.3

# (further entries)
Molecule	tim10-1 inh	tim23-1 inh	UPR XBP1 act	TIM10 inh	CXCR6 block	APJ agonist	APJ antag	Mdm2 MdmX PPI	CHOP UPR activ
CCOC(=O)c1sc(NC(=S)NC(=O)C2CCCC2)cc1C	11	17	0	20	19	-4	18	-5	0.9
O=C(CCCC(=O)NNC(=O)Nc1ccccc1)NNC(=O)Nc1ccccc1	21	12	2	-2	0	1	-3	-35	0.2
Cc1nn(-c2ccccc2)c2sc(C(=O)NC3CC3)cc12	-6	-14	10	-6	5	-1	-10	17	3.0
O=C(NNc1ncnc2c1cnn2-c1ccc(F)cc1)c1ccco1	5	9	-2	9	0	5	-5	7	-0.8
C=CCn1c(COc2ccc(Cl)cc2)nnc1SCc1ccc(C#N)cc1	17	20	1	31	-3	-7	-29	10	8.9
CC1(C)CC(c2nc(-c3ccc([N+](=O)[O-])cc3)cs2)CCO1 (stereo unspecified)	32	8	-1	28	-10	-1	-5	-18	3.1
O=c1[nH]c2ccccc2cc1CN(CC1CCCO1)S(=O)(=O)c1ccccc1 (stereo unspecified)	29	27	-4	11	2	0	-8	8	-2.7
O=S(=O)(CCCc1ccccc1)c1ncn[nH]1	10	4	-3	5	0	2	-3	-30	2.4

# Continued:
Molecule	tim10-1 inh	tim23-1 inh	UPR XBP1 act	TIM10 inh	CXCR6 block	APJ agonist	APJ antag	Mdm2 MdmX PPI	CHOP UPR activ
Cc1ccccc1C(=O)N1CCC(C(=O)Nc2ccc(S(=O)(=O)N3CCCCC3)cc2)CC1	20	11	-2	15	0	-1	1	32	-0.1
CC(=O)Nc1cccc(NC(=O)COc2ccccc2C)c1	20	-1	-4	0	-11	-1	3	-33	1.9
CC(Sc1ccccc1)C(=O)NCC1COc2ccccc2O1 (stereo unspecified)	3	5	-3	1	8	6	8	29	0.7
C[C@@H](NC(=O)c1ncn(Cc2ccccc2)c1C(=O)N[C@H](C)c1ccccc1)c1ccccc1	19	13	-3	5	0	-5	-5	11	-1.7
CC(=O)NC1=NN(C(C)=O)C(c2ccccn2)S1 (stereo unspecified)	-1	-5	-2	8	-6	-3	3	20	-1.0
O=C(/C=C/c1cccc([N+](=O)[O-])c1)Nc1cc(C(=O)O)cc(C(=O)O)c1	0	0	-5	11	1	-2	3	-16	0.7
COc1cc(C(=O)OCC(=O)N2CCCC2)cc(OC)c1OC	6	2	-2	-12	-6	0	9	-12	-2.9
Cc1ccc(F)cc1NC(=O)CN1CCN(Cc2ccccc2)CC1	5	2	-3	1	13	-3	2	10	1.2

# Remaining list, next part:
Molecule	tim10-1 inh	tim23-1 inh	UPR XBP1 act	TIM10 inh	CXCR6 block	APJ agonist	APJ antag	Mdm2 MdmX PPI	CHOP UPR activ
Cc1ccc2[nH]c(-c3ccccc3)c(CN3CCCC3)c(=O)c2c1	-1	4	-1	-7	-8	6	-30	19	2.0
CC(CCc1ccco1)NC(=O)CSc1cc(=O)n(C)c2ccccc12 (stereo unspecified)	19	20	-3	27	-8	0	13	15	-2.0
CC(=O)Nc1ccc(NC(=O)[C@@H](NC(=O)c2ccccc2F)C(C)C)cc1	7	4	-2	-3	1	-2	13	-25	-2.7
CCC(=O)Nc1nc2ccc3nc(C)sc3c2s1	48*	21	1	23	-1	0	-53	-45	3.9
CCC(c1nnc(SCC(=O)Nc2cc(C)on2)o1)N(C)C (stereo unspecified)	-16	-12	-2	2	-8	-3	29	3	0.4
Cc1ccccc1Nc1c(-c2ccncc2)nc2ccc(Cl)cn12	-12	14	0	-15	-2	2	-8	75*	0.9
CCCN1CCC(NC(=O)CC2C(=O)NCCN2Cc2ccccc2C)CC1 (stereo unspecified)	17	10	-5	6	-4	7	21	16	-1.9
COc1ccccc1NS(=O)(=O)c1cccc(C(=O)NC2CCN(Cc3ccccc3)CC2)c1	-13	-5	-1	-4	-9	3	20	26	1.4

# New compounds follow
Molecule	tim10-1 inh	tim23-1 inh	UPR XBP1 act	TIM10 inh	CXCR6 block	APJ agonist	APJ antag	Mdm2 MdmX PPI	CHOP UPR activ
Cc1cc(N(C)C)nc(Nc2ccccc2)n1	-13	-3	2	11	2	-3	-1	32	0.5
O=C(NNS(=O)(=O)c1ccccc1)c1cnn(-c2ccccc2)c1-n1cccc1	20	3	2	6	-12	3	2	12	0.7
CC(C)(C)c1cc(NS(=O)(=O)c2ccc(Br)s2)no1	7	15	-3	15	-1	-2	8	41	-0.1
COc1ccc(NC(=O)CSc2nnc3ccc(-c4ccncc4)nn23)cc1OC	-6	0	-2	-9	3	1	2	39	-1.9
O=C1CN(c2nc3nonc3nc2N2CCCCC2)CCN1	1	-1	0	11	-1	-3	-1	-13	3.2
Cc1cc(NC(=O)CSCC(=O)Nc2ccccc2OC(F)F)no1	8	11	-1	1	-9	1	1	-1	-0.3
COCCn1c(-c2cccs2)csc1=Nc1cccnc1	6	20	0	11	8	-1	4	13	0.3
COc1ccc(NC(=O)CSc2ncccc2C(=O)OC(C)C)cc1OC	7	11	1	-1	-1	0	-7	-3	2.5

# More records.
Molecule	tim10-1 inh	tim23-1 inh	UPR XBP1 act	TIM10 inh	CXCR6 block	APJ agonist	APJ antag	Mdm2 MdmX PPI	CHOP UPR activ
COCCN(C(=O)COC(=O)Cc1cccc(OC)c1)c1c(N)n(Cc2ccccc2)c(=O)[nH]c1=O	0	9	0	1	3	-3	-2	-6	0.3
Cc1ccc(S(=O)(=O)N2CCN(C(=O)Cc3ccc(S(=O)(=O)N4CCOCC4)s3)CC2)cc1	3	12	-3	10	-16	-5	9	7	4.5
COC(=O)c1c(NC(=O)C2COc3ccccc3O2)sc2c1CCN(C(C)=O)C2 (stereo unspecified)	21	28	5	24	-2	-1	19	11	2.8
CNC(=S)N(CCc1ccc(S(N)(=O)=O)cc1)C1CC(=O)N(c2ccccc2F)C1=O (stereo unspecified)	-10	8	-4	-3	-7	-2	2	10	-0.9
Cc1cccc(NC(=O)CSc2nnc(NC(=O)c3ccc(S(=O)(=O)N4CCOCC4)cc3)s2)c1C	22	-2	-1	4	·	-2	-4	-2	2.9
COCCN(CCOC)S(=O)(=O)c1ccc(NC(=O)c2cnccn2)cc1	6	11	-6	6	5	-2	-3	0	0.8
Cc1ccnc(N2CCC(C(=O)NNC(=O)c3ccccc3)CC2)n1	-7	15	-4	5	-8	2	14	0	0.2
Cn1c(=O)c2c(nc(SCCN3CCCCC3)n2Cc2ccc(Cl)cc2)n(C)c1=O	10	3	-2	13	4	-1	1	23	1.4

# Next part.
Molecule	tim10-1 inh	tim23-1 inh	UPR XBP1 act	TIM10 inh	CXCR6 block	APJ agonist	APJ antag	Mdm2 MdmX PPI	CHOP UPR activ
COc1ccc(N2CCN(C(=O)COCC(=O)O)CC2)cc1	-6	13	-1	9	-6	-1	-4	-23	-0.3
Cc1ccc(NC(=O)Cn2cc(C(=O)C3CC3)c3ccccc32)cc1	-18	-7	-3	-4	0	-1	12	14	2.6
O=C(c1cccc(C(F)(F)F)c1)C1CCCN(C(=O)CCn2cnnn2)C1 (stereo unspecified)	-5	-2	-4	3	-1	0	14	2	-0.5
O=C(CN1C(=O)CCS(=O)(=O)c2ccccc21)Nc1cccc(Cl)c1	19	24	-3	1	-9	-2	8	7	2.3

# 12 structures already listed, ordered by molecular weight, ascending:
Molecule	tim10-1 inh	tim23-1 inh	UPR XBP1 act	TIM10 inh	CXCR6 block	APJ agonist	APJ antag	Mdm2 MdmX PPI	CHOP UPR activ
COCCn1c(-c2cccs2)csc1=Nc1cccnc1	6	20	0	11	8	-1	4	13	0.3
Cc1ccc(NC(=O)Cn2cc(C(=O)C3CC3)c3ccccc32)cc1	-18	-7	-3	-4	0	-1	12	14	2.6
Cc1ccnc(N2CCC(C(=O)NNC(=O)c3ccccc3)CC2)n1	-7	15	-4	5	-8	2	14	0	0.2
O=C(CN1C(=O)CCS(=O)(=O)c2ccccc21)Nc1cccc(Cl)c1	19	24	-3	1	-9	-2	8	7	2.3
O=C(c1cccc(C(F)(F)F)c1)C1CCCN(C(=O)CCn2cnnn2)C1 (stereo unspecified)	-5	-2	-4	3	-1	0	14	2	-0.5
COc1ccc(NC(=O)CSc2ncccc2C(=O)OC(C)C)cc1OC	7	11	1	-1	-1	0	-7	-3	2.5
COC(=O)c1c(NC(=O)C2COc3ccccc3O2)sc2c1CCN(C(C)=O)C2 (stereo unspecified)	21	28	5	24	-2	-1	19	11	2.8
Cn1c(=O)c2c(nc(SCCN3CCCCC3)n2Cc2ccc(Cl)cc2)n(C)c1=O	10	3	-2	13	4	-1	1	23	1.4
CNC(=S)N(CCc1ccc(S(N)(=O)=O)cc1)C1CC(=O)N(c2ccccc2F)C1=O (stereo unspecified)	-10	8	-4	-3	-7	-2	2	10	-0.9
COCCN(C(=O)COC(=O)Cc1cccc(OC)c1)c1c(N)n(Cc2ccccc2)c(=O)[nH]c1=O	0	9	0	1	3	-3	-2	-6	0.3
Cc1ccc(S(=O)(=O)N2CCN(C(=O)Cc3ccc(S(=O)(=O)N4CCOCC4)s3)CC2)cc1	3	12	-3	10	-16	-5	9	7	4.5
Cc1cccc(NC(=O)CSc2nnc(NC(=O)c3ccc(S(=O)(=O)N4CCOCC4)cc3)s2)c1C	22	-2	-1	4	·	-2	-4	-2	2.9
